Screening results: PubChem BioAssay, several laboratories
PLCg1 inh = PLC-gamma1 (human) inhibition, primary screen; purified PLC-gamma1, fluorogenic substrate, fluorescence; inhibition, % at 12.2 µM; 370,000 compounds, 0.84% hits; P19174; in the data active = inhibition above about 9.5%
PLC-beta3 inh = PLC-beta3 (human) inhibition, primary screen | Q01970 | Purified PLC-beta3, fluorogenic substrate, fluorescence | inhibition, % at 12.2 µM | 370,000 compounds, 0.18% hits; in the data active = inhibition above about 11%;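 note: 0% = median of compound wells on plate and 100% = full blocker control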
sPLA2-III inh = Inhibits HGIII-sPLA2 liposome hydrolysis, primary screen; Q9NZ20; QFRET BODIPY PC-A2 liposome hydrolysis, fluorescence; inhibition, % at 12.2 µM; 370,000 compounds, 0.56% hits;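 active = inhibition above mean plus 3 SD of compounds lying within the high and low control bounds, cut at about 19% in these data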;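 note: 0% = median of test compound wells and 100% = no enzyme DMSO wells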
Target sequence (Q9NZ20 whole entry, looked up): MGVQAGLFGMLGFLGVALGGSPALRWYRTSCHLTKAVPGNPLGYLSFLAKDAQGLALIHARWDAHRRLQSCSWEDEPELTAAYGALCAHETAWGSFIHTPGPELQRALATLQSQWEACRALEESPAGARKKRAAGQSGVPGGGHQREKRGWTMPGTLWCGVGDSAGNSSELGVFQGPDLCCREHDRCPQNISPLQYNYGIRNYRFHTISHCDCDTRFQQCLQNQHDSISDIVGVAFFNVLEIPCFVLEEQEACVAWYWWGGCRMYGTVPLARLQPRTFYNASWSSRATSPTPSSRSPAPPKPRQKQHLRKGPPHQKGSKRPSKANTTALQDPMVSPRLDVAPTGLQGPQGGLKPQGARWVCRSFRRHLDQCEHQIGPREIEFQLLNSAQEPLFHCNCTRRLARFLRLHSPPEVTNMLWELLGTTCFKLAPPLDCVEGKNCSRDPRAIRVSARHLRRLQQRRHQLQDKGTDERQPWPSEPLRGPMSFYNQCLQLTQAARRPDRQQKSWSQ
Tn6 DDE FP = disrupts Tn6 cyclic peptide binding to fibrin D-Dimer-E complex; Fibrin DD(E) TRITC-Tn6 fluorescence polarization displacement; inhibition, % at 8.3 µM; P02675; 370,000 compounds, 0.21% hits;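 active = inhibition above a per-campaign cutoff: mean of compounds within control limits plus 3 SD, cut at about 15% in these data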;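 note: 0% = median of all compound wells on the plate and 100% = blocking peptide control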
UHRF1 binding = human UHRF1 methylated DNA binding inhibitors. 370,000 compounds, 0.75% hits. UHRF1 binding to methylated oligo, TR-FRET. inhibition, % at 4.4 µM. Q96T88; in the data active = inhibition above about 21%;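 note: UHRF1 SRA domain binding a hemimethylated CpG hairpin DNA probe; 0% = median of test compound wells and 100% = reference inhibitor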
KLK7 zymogen act = activators of human kallikrein-7 zymogen | P49862 | purified proKLK7, EDANS-DABCYL substrate fluorescence; 100% is mature enzyme control, 0% vehicle | activation, % at 7 µM | 370,000 compounds, 0.9% hits | AID 652039;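 active = activation above the mean of all tested compounds plus 3 SD, computed per campaign excluding outliers beyond control limits, cut at about 13% in these data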
Target sequence (P49862 whole entry, looked up): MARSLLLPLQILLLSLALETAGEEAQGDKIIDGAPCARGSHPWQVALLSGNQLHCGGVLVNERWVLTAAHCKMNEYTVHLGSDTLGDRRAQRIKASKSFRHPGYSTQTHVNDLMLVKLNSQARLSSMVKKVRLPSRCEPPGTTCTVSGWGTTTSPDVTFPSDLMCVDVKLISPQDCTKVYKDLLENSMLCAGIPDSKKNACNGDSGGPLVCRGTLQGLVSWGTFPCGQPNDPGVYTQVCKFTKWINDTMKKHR
ARFGAP1 inh = rat ARFGAP1 inhibition; Q62848; Arfgap1-stimulated ARF1 GTP hydrolysis, GDP FP detection; inhibition, % at 16.5 µM; 360,000 compounds, 0.26% hits;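 active = inhibition above a per-plate limit, mean inhibition of low control wells plus 3 SD, cut at about 25% in these data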;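 note: 0% = DMSO wells with enzyme and 100% = wells lacking Arfgap1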
Target sequence (Q62848 1-136 limits assumed): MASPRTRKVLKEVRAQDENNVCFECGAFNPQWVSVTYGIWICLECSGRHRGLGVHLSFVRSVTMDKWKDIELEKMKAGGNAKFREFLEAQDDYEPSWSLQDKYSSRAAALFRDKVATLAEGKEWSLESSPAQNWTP
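Assay system: purified rat His6-Arfgap1 residues 1-136 (GAP domain); Reagent: human Δ17 ARF1 bound to GTP; Dosing: 16.5 µM single point, 1.26% DMSO; Times: GTP hydrolysis reaction 2 h at 25 °C; Signal: FP, GDP Alexa 633 tracer displaced from anti-GDP antibody, 620/688 nm; Measure: % inhibition from polarization.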
ASAP1 inh = ASAP1 ArfGAP inhibition | Q9ULH1 | AID 624377 | ASAP1-stimulated ARF1 GTP hydrolysis, GDP FP detection | inhibition, % at 16.5 µM | 360,000 compounds, 0.19% hits; in the data active = inhibition above about 25%;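 note: 0% = vehicle with enzyme and substrate and 100% = no enzyme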
Tn7 DDE FP = disrupts Tn7 cyclic peptide binding to fibrin D-Dimer-E complex; P02675; FP displacement of FITC-Tn7 peptide from fibrin DD(E); 0% = median of compound wells per plate; inhibition, % at 8.3 µM; 370,000 compounds, 0.13% hits;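 active = inhibition above the mean of compounds falling within the control limits plus 3 SD of them, cut at about 14% in these data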;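 note: 0% = plate median of compound wells and 100% = 10 µM Aha-Tn7 peptide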
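Assay system: human fibrin DD(E) protein / Input: 2 µM fibrin DD(E) / Benchmarks: high control of 10 µM Aha-Tn7 peptide / Measured by: fluorescence polarization of the labelled Tn7 tracer / Medium: Tris buffer with calcium and detergent, pH 7.8 / Timing: 10 min compound pre-incubation, 3 h probe incubation at room temperature / Repeats: one replicate per compound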
NR1D1 modulator = modulates human Rev-erb alpha binding to DNA | Rev-erbα–FITC-DNA binding, fluorescence polarization, 90 min | activity, % at 10 µM | 370,000 compounds, 0.79% hits | AID 1259318 | P20393;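 active = activity above about 14%, limit read from the data; passing the limit was not always enough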;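 note: 0% = DMSO wells with 35 nM protein and 100% = DMSO wells with 750 nM protein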
Active calls of the source: *. Outcome played no part in choosing rows; overall some 4.5% were active at least once.

Start of the data: the first 3 compounds, ahead of the listing:
Results for CSc1ccccc1NC(=O)c1ccccc1C ?
PLCg1 inh: 0; PLC-beta3 inh: -2; sPLA2-III inh: 0; Tn6 DDE FP: 1; UHRF1 binding: -1; KLK7 zymogen act: -0.1; ARFGAP1 inh: 4; ASAP1 inh: 0; Tn7 DDE FP: 2; NR1D1 modulator: 9

How did COc1ccccc1NC(=O)C1=C(C)NC2=C(C(=O)CCC2)C1c1ccc2c(c1)OCO2 (stereo unspecified) do in these assays?
PLCg1 inh: -159; PLC-beta3 inh: -166; sPLA2-III inh: -7; Tn6 DDE FP: 5; UHRF1 binding: 3; KLK7 zymogen act: 0.0; ARFGAP1 inh: 5; ASAP1 inh: -5; Tn7 DDE FP: -2; NR1D1 modulator: -1

Results for C/C(=N\O)c1ccco1 ?
PLCg1 inh: 4; PLC-beta3 inh: -3; sPLA2-III inh: 9; Tn6 DDE FP: 1; UHRF1 binding: 2; KLK7 zymogen act: 0.5; ARFGAP1 inh: 1; ASAP1 inh: -16; Tn7 DDE FP: 4; NR1D1 modulator: 4

This part in full (from the top)
Results for CSc1ccccc1NC(=O)c1ccccc1C ?
PLCg1 inh: 0; PLC-beta3 inh: -2; sPLA2-III inh: 0; Tn6 DDE FP: 1; UHRF1 binding: -1; KLK7 zymogen act: -0.1; ARFGAP1 inh: 4; ASAP1 inh: 0; Tn7 DDE FP: 2; NR1D1 modulator: 9

How did COc1ccccc1NC(=O)C1=C(C)NC2=C(C(=O)CCC2)C1c1ccc2c(c1)OCO2 (stereo unspecified) do in these assays?
PLCg1 inh: -159; PLC-beta3 inh: -166; sPLA2-III inh: -7; Tn6 DDE FP: 5; UHRF1 binding: 3; KLK7 zymogen act: 0.0; ARFGAP1 inh: 5; ASAP1 inh: -5; Tn7 DDE FP: -2; NR1D1 modulator: -1

Results for C/C(=N\O)c1ccco1 ?
PLCg1 inh: 4; PLC-beta3 inh: -3; sPLA2-III inh: 9; Tn6 DDE FP: 1; UHRF1 binding: 2; KLK7 zymogen act: 0.5; ARFGAP1 inh: 1; ASAP1 inh: -16; Tn7 DDE FP: 4; NR1D1 modulator: 4

What do the screens show for `Cc1c(Cl)cnc(NC(=O)COC(=O)[C@@H](NC(=O)c2ccco2)C(C)C)c1Cl`?
PLCg1 inh: -9; PLC-beta3 inh: -13; sPLA2-III inh: -8; Tn6 DDE FP: 5; UHRF1 binding: -2; KLK7 zymogen act: 0.3; ARFGAP1 inh: 0; ASAP1 inh: -4; Tn7 DDE FP: 4; NR1D1 modulator: 1

What do the screens show for `COc1ccc(-c2nc(CS(=O)CC(=O)NCCc3ccc(C)cc3)c(C)o2)cc1OC` (stereo unspecified)?
PLCg1 inh: 1; PLC-beta3 inh: -8; sPLA2-III inh: -4; Tn6 DDE FP: 2; UHRF1 binding: 4; KLK7 zymogen act: 0.3; ARFGAP1 inh: 11; ASAP1 inh: 13; Tn7 DDE FP: 3; NR1D1 modulator: 4

How did COc1ccc(C(=O)Cn2c(C)nc([N+](=O)[O-])c2Br)cc1 do in these assays?
PLCg1 inh: 5; PLC-beta3 inh: -5; sPLA2-III inh: 5; Tn6 DDE FP: 0; UHRF1 binding: 1; KLK7 zymogen act: 1.1; ARFGAP1 inh: 3; ASAP1 inh: 0; Tn7 DDE FP: 4; NR1D1 modulator: -1

Results for COc1ccccc1CNS(=O)(=O)c1c(C)noc1C ?
PLCg1 inh: 4; PLC-beta3 inh: 2; sPLA2-III inh: -1; Tn6 DDE FP: 2; UHRF1 binding: 1; KLK7 zymogen act: -0.2; ARFGAP1 inh: 8; ASAP1 inh: 4; Tn7 DDE FP: -4; NR1D1 modulator: -1

What do the screens show for `N#Cc1ccccc1NC(=O)Nc1cccc(Cl)c1`?
PLCg1 inh: -4; PLC-beta3 inh: -5; sPLA2-III inh: 0; Tn6 DDE FP: -3; UHRF1 binding: 0; KLK7 zymogen act: 0.6; ARFGAP1 inh: 7; ASAP1 inh: 12; Tn7 DDE FP: -3; NR1D1 modulator: 5

Results for O=c1c2ccccc2[nH]c(=S)n1CCN1CCCCC1 ?
PLCg1 inh: 2; PLC-beta3 inh: -6; sPLA2-III inh: 7; Tn6 DDE FP: -1; UHRF1 binding: 1; KLK7 zymogen act: 0.0; ARFGAP1 inh: 0; ASAP1 inh: 4; Tn7 DDE FP: 1; NR1D1 modulator: 2

Results for Cc1noc(C)c1S(=O)(=O)N1CCCC1C(=O)O (stereo unspecified) ?
PLCg1 inh: -1; PLC-beta3 inh: -5; sPLA2-III inh: 1; Tn6 DDE FP: -2; UHRF1 binding: 0; KLK7 zymogen act: 0.9; ARFGAP1 inh: -6; ASAP1 inh: -7; Tn7 DDE FP: 2; NR1D1 modulator: 1

Results for O=C(Cc1cnn(-c2ccccc2)c1)c1ccc(O)c(O)c1O ?
PLCg1 inh: -8; PLC-beta3 inh: -17; sPLA2-III inh: 24*; Tn6 DDE FP: -8; UHRF1 binding: 5; KLK7 zymogen act: 0.5; ARFGAP1 inh: -5; ASAP1 inh: 10; Tn7 DDE FP: -1; NR1D1 modulator: 1

How did COc1cccc(N2CCN(Cc3nc4ccccc4c(=O)[nH]3)CC2)c1 do in these assays?
PLCg1 inh: -1; PLC-beta3 inh: -3; sPLA2-III inh: 5; Tn6 DDE FP: 4; UHRF1 binding: 2; KLK7 zymogen act: -0.8; ARFGAP1 inh: 4; ASAP1 inh: -1; Tn7 DDE FP: -1; NR1D1 modulator: 1

What do the screens show for `COc1ccc(OCC(=O)NS(=O)(=O)c2ccccc2)cc1`?
PLCg1 inh: -1; PLC-beta3 inh: 1; sPLA2-III inh: 4; Tn6 DDE FP: 2; UHRF1 binding: -2; KLK7 zymogen act: 0.2; ARFGAP1 inh: 13; ASAP1 inh: -6; Tn7 DDE FP: 2; NR1D1 modulator: -2

Results for CCCc1c(C(=O)N/N=C/c2ccc(C)s2)nnn1-c1nonc1N ?
PLCg1 inh: 0; PLC-beta3 inh: -5; sPLA2-III inh: 2; Tn6 DDE FP: 7; UHRF1 binding: -3; KLK7 zymogen act: -0.2; ARFGAP1 inh: 1; ASAP1 inh: 1; Tn7 DDE FP: 6; NR1D1 modulator: -18

What do the screens show for `O=C(Cn1c(=O)n(-c2ccccc2)c(=O)c2sccc21)N1CCCC1`?
PLCg1 inh: -3; PLC-beta3 inh: -2; sPLA2-III inh: 4; Tn6 DDE FP: -2; UHRF1 binding: 9; KLK7 zymogen act: 0.8; ARFGAP1 inh: -2; ASAP1 inh: 1; Tn7 DDE FP: -2; NR1D1 modulator: 1

How did CN(C)S(=O)(=O)c1cccc(NC(=O)COC(=O)c2ccc(Br)o2)c1 do in these assays?
PLCg1 inh: 2; PLC-beta3 inh: -1; sPLA2-III inh: -8; Tn6 DDE FP: -2; UHRF1 binding: -1; KLK7 zymogen act: 0.7; ARFGAP1 inh: 11; ASAP1 inh: -4; Tn7 DDE FP: 3; NR1D1 modulator: 3

What do the screens show for `CN(Cc1nc(-c2ccccn2)no1)S(=O)(=O)c1ccccc1`?
PLCg1 inh: 1; PLC-beta3 inh: 1; sPLA2-III inh: -2; Tn6 DDE FP: 2; UHRF1 binding: 0; KLK7 zymogen act: -0.1; ARFGAP1 inh: 6; ASAP1 inh: -8; Tn7 DDE FP: 7; NR1D1 modulator: -1

What do the screens show for `COc1ccc(NC(=S)N(CCCN2CCC(C)CC2)Cc2cccs2)cc1Cl`?
PLCg1 inh: 1; PLC-beta3 inh: 1; sPLA2-III inh: 5; Tn6 DDE FP: -3; UHRF1 binding: -1; KLK7 zymogen act: -0.2; ARFGAP1 inh: -10; ASAP1 inh: 12; Tn7 DDE FP: -9; NR1D1 modulator: 0

How did O=C(CCNC(=O)c1ccc(Cl)cc1)Nc1ccccc1N1CCCC1 do in these assays?
PLCg1 inh: -4; PLC-beta3 inh: -10; sPLA2-III inh: 2; Tn6 DDE FP: 2; UHRF1 binding: 4; KLK7 zymogen act: 0.3; ARFGAP1 inh: -11; ASAP1 inh: 10; Tn7 DDE FP: -4; NR1D1 modulator: -1

Results for O=C(Nc1ccc(Cl)cc1)N1CCCC(Cn2cccc2)C1 (stereo unspecified) ?
PLCg1 inh: 1; PLC-beta3 inh: -2; sPLA2-III inh: -13; Tn6 DDE FP: 3; UHRF1 binding: 4; KLK7 zymogen act: -0.1; ARFGAP1 inh: 0; ASAP1 inh: 5; Tn7 DDE FP: 1; NR1D1 modulator: 0

How did COc1ccc(C)cc1N(C(=O)c1cccc(F)c1)c1nc2ccccc2s1 do in these assays?
PLCg1 inh: 3; PLC-beta3 inh: 4; sPLA2-III inh: -6; Tn6 DDE FP: 8; UHRF1 binding: -1; KLK7 zymogen act: 10; ARFGAP1 inh: -12; ASAP1 inh: 8; Tn7 DDE FP: 1; NR1D1 modulator: 3

Results for CC(C)(/C=N/NC(=O)CSCc1ccc(Cl)cc1)CCC#N ?
PLCg1 inh: 0; PLC-beta3 inh: -9; sPLA2-III inh: -5; Tn6 DDE FP: -5; UHRF1 binding: -2; KLK7 zymogen act: -0.4; ARFGAP1 inh: 5; ASAP1 inh: -9; Tn7 DDE FP: 7; NR1D1 modulator: -3

What do the screens show for `CN(C)c1nccc(NCc2ccccc2)c1C#N`?
PLCg1 inh: -6; PLC-beta3 inh: -7; sPLA2-III inh: 13; Tn6 DDE FP: -3; UHRF1 binding: 1; KLK7 zymogen act: 0.6; ARFGAP1 inh: -13; ASAP1 inh: -12; Tn7 DDE FP: 0; NR1D1 modulator: -1

How did COc1ccc(CCNC(=O)CCC(=O)N2CC(C)Oc3ccc(Cl)cc32)cc1OC (stereo unspecified) do in these assays?
PLCg1 inh: 3; PLC-beta3 inh: 1; sPLA2-III inh: 5; Tn6 DDE FP: 0; UHRF1 binding: 6; KLK7 zymogen act: 0.6; ARFGAP1 inh: -3; ASAP1 inh: 8; Tn7 DDE FP: 8; NR1D1 modulator: 0

What do the screens show for `CC(CCc1ccccc1)NC(=O)C1CCN(S(=O)(=O)N2CCCCC2)CC1` (stereo unspecified)?
PLCg1 inh: 5; PLC-beta3 inh: 2; sPLA2-III inh: -3; Tn6 DDE FP: 0; UHRF1 binding: 2; KLK7 zymogen act: 0.9; ARFGAP1 inh: 10; ASAP1 inh: -4; Tn7 DDE FP: -9; NR1D1 modulator: 4
